NR2E3 ag-1 = inhibitors of NR2E3-RetCOR corepressor binding, primary screen, NR2E3 agonist project, biochemical, TR-FRET, GST-NR2E3, biotin-RetCOR; Photoreceptor-specific nuclear receptor (Homo sapiens), Q9Y5X4; 1536-well; inhibition of corepressor binding, % at 4.78 µM; hit rate 0.12% among 320,000; AID 2300, 2010;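 active = percent inhibition above the cutoff of mean plus 3 SD of all tested compounds, set per screening campaign, cut at about 20% in these data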;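 note: 0% = DMSO wells and 100% = biotin wells as full block of FRET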
Target sequence (Q9Y5X4 whole entry, looked up): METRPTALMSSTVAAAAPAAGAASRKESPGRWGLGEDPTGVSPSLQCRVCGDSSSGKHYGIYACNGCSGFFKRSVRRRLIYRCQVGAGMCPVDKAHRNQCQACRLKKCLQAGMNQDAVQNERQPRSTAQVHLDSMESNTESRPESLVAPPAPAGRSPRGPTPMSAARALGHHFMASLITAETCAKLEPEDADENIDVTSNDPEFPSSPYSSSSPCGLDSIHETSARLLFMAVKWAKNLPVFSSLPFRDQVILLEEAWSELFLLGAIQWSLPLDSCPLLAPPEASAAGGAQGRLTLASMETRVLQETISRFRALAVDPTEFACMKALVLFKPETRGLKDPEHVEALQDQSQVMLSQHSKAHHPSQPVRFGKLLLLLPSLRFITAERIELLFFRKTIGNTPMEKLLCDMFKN
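Assay system: NR2E3–RetCOR corepressor complex. Quantity: 1.35 nM GST-NR2E3. Buffer or medium: pH 7.5 Tris-based buffer. Reagent: biotinylated RetCOR corepressor at 7 nM final. Schedule: 5 h at 4 °C. Detection: TR-FRET, emission read at 617 and 671 nm. Replicates: one well per compound, singlicate testing.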
hiPSC survival = enhancers of single-cell hiPSC survival, primary screen, ATPlite luminescence; AID 602274, 2012; 100% = ROCK inhibitor wells, 0% = DMSO; survival enhancement, % at 20 µM; hit rate 0.044% among 360,000; in the data active = survival enhancement above about 18%;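 note: cells exposed to compounds for 16 hours before the ATP read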
Vif imaging = HIV Vif self-association inhibitors, primary screen, imaging, HEK293T, single point; HEK293T cells, Vif self-association by quenched fluorescence, 24 h; hit rate 0.35% among 340,000; inhibition, % at 7.49 µM; in the data active = inhibition above about 50%, passing the limit was not always enough; note: some results filed as inactive read as strong as hits
NR2E3 ag-2 = NR2E3 agonists in two-hybrid cells, primary screen, cell-based, luminescence, CHO-S, Gal4-NCOR/VP16-NR2E3; inhibition of corepressor binding, % at 3.98 µM; luciferase; hit rate 0.35% among 360,000; AID 602229, 2012; Photoreceptor-specific nuclear receptor (Homo sapiens), Q9Y5X4;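 active = inhibition above the mean of all tested compounds plus 3 SD, cut at about 70% in these data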;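 note: 0% = DMSO with NR2E3 transfected cells and 100% = cells lacking NR2E3 construct; higher means lower luciferase signal from less NR2E3 corepressor binding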
Granule exo inh = LAMP-1 surface exposure blockers, TALL-104 cells – cell-based, flow cytometry, MLPCN library, primary screen; TALL-104 LAMP-1 surface exposure; cells stimulated with thapsigargin and PMA; inhibition, % at 10 µM; hit rate 0.66% among 360,000; AID 651702, 2012;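 active = inhibition above about 55%, limit read from the data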
HIF-2a block = HIF-2a reporter inhibitors, primary screen, luminescence, 786-0 RCC cells; 786-0 RCC cells HIF-2a reporter, luciferase luminescence, overnight; inhibition, % at 18.8 µM; hit rate 0.72% among 360,000; AID 624352, 2012;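 active = inhibition of the luminescence signal of 40% or more relative to plate controls, in a single-dose primary screen at 18.75 µM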
aDG glyco act = activators of alpha-DG glycosylation, primary screen, uHTS, Pro5-aDG cells, AlphaScreen | hit rate 0.22% among 360,000 | alpha-DG glycosylation AlphaScreen (IIH6); 0% Pro5, 100% B10-LARGE cell signal | activation, % at 10 µM;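 active = activation of at least 8% versus controls, or a plate z-score of at least 8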;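 note: Pro5 are CHO cells carrying HIG-tagged alpha-DG that lacks glycosylation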
CaV13 FRET inh = Primary screen for inhibitors of IQ motif and Ca2+-dependent inactivation inhibitor domain binding in CACNA1D, Förster resonance energy transfer in living cells, …; HEK cells, CFP/YFP FRET ICDI-IQ, plate reader, 10 min; percent FRET-ratio fall versus neutral wells; inhibition, % at 12.3 µM; hit rate 0.098% among 340,000; AID 743397;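 active = mean replicate inhibition of at least 30% and at least 1% of replicates passing that level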;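 note: 0% = median of the neutral control wells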
Peg3 prom inh = Peg3 promoter-driven luciferase inhibitors, primary screen, cell-based, HeLa, luciferase luminescence; inhibition, % at 20 µM; AID 588405, 2011; hit rate 1.7% among 360,000; HeLa PEG-Prom luciferase reporter, overnight;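 active = inhibition of at least 50% at 20 µM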
PDI inh = inhibitors of human PDI, primary screen, biochemical, turbidity, single point, plate reader. AID 588391, 2011. Protein disulfide-isomerase (Homo sapiens), P07237. PDI insulin aggregation turbidity, A650, 90 min. hit rate 0.052% among 350,000. inhibition, % at 10 µM;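 active = mean inhibition across replicates of 30% or more, whatever share of single replicates reach that level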;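 note: absorbance from insulin aggregation driven by PDI reduction with DTT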
Target sequence (P07237 whole entry, looked up): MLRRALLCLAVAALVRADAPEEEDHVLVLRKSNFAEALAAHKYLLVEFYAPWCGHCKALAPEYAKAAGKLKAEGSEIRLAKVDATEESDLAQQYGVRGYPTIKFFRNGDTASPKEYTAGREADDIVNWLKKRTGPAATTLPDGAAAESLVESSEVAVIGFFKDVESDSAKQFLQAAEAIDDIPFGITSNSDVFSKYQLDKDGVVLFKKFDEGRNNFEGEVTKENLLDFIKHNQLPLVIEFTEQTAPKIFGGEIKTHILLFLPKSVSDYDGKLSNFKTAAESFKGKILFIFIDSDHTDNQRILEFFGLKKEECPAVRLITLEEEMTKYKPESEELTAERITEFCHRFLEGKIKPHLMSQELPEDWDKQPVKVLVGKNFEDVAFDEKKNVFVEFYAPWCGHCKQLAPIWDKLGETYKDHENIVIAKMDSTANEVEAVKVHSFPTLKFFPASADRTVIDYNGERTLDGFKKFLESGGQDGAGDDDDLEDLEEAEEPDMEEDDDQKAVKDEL
MITF TRPM1 inh = inhibitors of MITF-dependent TRPM1 promoter reporter, primary screen, cell-based, SK-MEL-5, single point, luciferase; SK-MEL-5 TRPM1 promoter luciferase, 24 h; inhibition, % at 12.5 µM; hit rate 0.83% among 330,000; AID 488899, 2010;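 active = mean inhibition across replicates of 60% or more, whatever share of single replicates reaches that level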; note: values of inactives mirror those of a sister screen read the other way
Numbers without * were called inactive; . = not tested or not shown.

Molecule	NR2E3 ag-1	hiPSC survival	Vif imaging	NR2E3 ag-2	Granule exo inh	HIF-2a block	aDG glyco act	CaV13 FRET inh	Peg3 prom inh	PDI inh	MITF TRPM1 inh
CCOc1ccc(OCCC(=O)OCC(=O)N(CC)c2c(N)n(Cc3ccccc3)c(=O)[nH]c2=O)cc1	.	-0.4	-6	1	2	16	-0.2	-5	1	-6	14
FC(F)Oc1ccc(NC(=S)NCc2ccco2)cc1Cl	3	-2.3	3	-42	3	-43	-0.1	-1	-13	-6	8
CCN(C(=O)COC(=O)c1ccc(OCc2c(C)noc2C)cc1)c1ccccc1	-1	2.8	1	6	7	1	0.0	.	-3	1	-4
COc1ccc2cc3c(N)nn(C(=O)c4cccc([N+](=O)[O-])c4)c3nc2c1	-3	-3.4	0	-10	-9	12	0.0	-3	-11	-2	7
CCc1nnc(NC(=O)CN2CCN(Cc3ccc(F)cc3)CC2)s1	4	0.2	2	-2	-2	15	-0.2	-24	4	-3	-7
Cc1cc(-c2nnc(CCC(=O)NC(c3ccccc3)c3ccccc3)o2)no1	-1	2.3	-1	-36	0	-210	0.2	-5	-106	-2	.
O=C1C2C3C=CC(CC3)C2C(=O)N1/N=C/c1c(O)ccc2ccccc12 (configuration not stated)	4	-1.4	-3	3	0	18	0.1	-5	15	1	19
CCOCCCNC(=O)c1ccc(C2SCC(=O)N2Cc2ccccc2)cc1 (configuration not stated)	0	1.0	0	-3	-6	16	-0.2	-12	10	3	1
Cc1ccc(S(=O)(=O)N(C)C)cc1NC(=O)CCCNC(=O)c1ccc(Cl)cc1	3	-0.2	19	0	-3	21	0.0	-17	-3	-4	3
CCCS(=O)(=O)N1CCN(S(=O)(=O)c2ccccc2)CC1	2	1.6	-2	-2	0	10	0.2	-5	12	-6	-1
Cc1ccc(OCCn2c(=O)n(C)c3ccccc32)cc1	5	0.0	-11	-87	-2	-190	-0.1	-10	-258	-2	-37
CCCn1c2ccccc2c2cnn(CC(=O)NC3CCCCC3C)c(=O)c21 (configuration not stated)	-3	-0.5	2	-24	-3	6	0.0	-3	15	8	-9
CCOC(=O)C1(Cc2cccc(Cl)c2)CCCN(C(=O)c2c(CC)noc2C)C1 (configuration not stated)	2	0.0	-1	-40	59*	-89	0.0	-14	-76	3	-23
Cc1csc2c(SCC(=O)NNS(=O)(=O)c3cccc(C(F)(F)F)c3)ncnc12	1	0.3	-12	8	-8	14	0.0	-17	29	-2	-2
O=[N+]([O-])c1ccc(CSc2nnc(Cc3ccccc3)n2-c2ccc(F)cc2)cc1	0	-1.4	2	-14	-3	30	0.3	-6	25	3	9
Cn1cnc([N+](=O)[O-])c1S(=O)(=O)Oc1ccc(Cl)cc1	.	-4.3	-3	-17	31	81*	-0.3	-3	103*	-2	68*
CN(C(=O)CN1C(=O)S/C(=C\c2cccc(Cl)c2)C1=O)C1CCS(=O)(=O)C1 (configuration not stated)	1	-0.3	14	-35	1	8	1.9	-3	-10	-10	3
CCOC(=O)n1c(=O)n(Cc2cccc(F)c2)c2ccccc21	-2	-0.4	-3	3	4	9	-0.7	-4	18	0	-3
C/C(=N\OCC(=O)Nc1ccc2c(c1)OCCO2)c1ccc2c(c1)OCCO2	-3	0.4	-11	11	-2	-25	-0.2	-7	1	-5	3
O=S(=O)(c1ccc(F)cc1)N1CCCNCC1	3	0.3	-12	10	0	15	0.0	-20	15	-3	.
CCOC(=O)c1c(C)nc2c(c1-c1ccc(OC)c(OC)c1)C(=O)c1ccccc1-2	-3	-0.9	-4	5	-1	11	-0.1	-9	33	-10	22
CCOC(=O)C1=C(C)NC(C)=C(C(=O)OCC)C1C(=O)OCC(=O)N(C)C1CCS(=O)(=O)C1 (configuration not stated)	0	0.5	1	-33	-3	11	-0.1	3	-4	-6	-5
Cc1cccc(C(=O)NNC(=O)c2ccccc2[N+](=O)[O-])c1	1	0.1	4	-7	2	8	-0.1	-21	2	0	.
CC(Sc1nc(N)c(NC(=O)c2ccc(Br)o2)c(=O)[nH]1)C(=O)O (configuration not stated)	-3	-0.3	-2	-32	8	-3	0.2	-9	16	0	0
Cc1sc(NC(=O)c2cccnc2)nc1-c1ccccc1	3	1.2	-5	0	-2	-89	-0.2	-2	-32	-3	-14
CCOC(=O)CSc1nnc(CNC(=O)c2cccc(C)c2)n1C	0	0.3	-6	-2	-2	11	-0.2	-3	0	-3	7
COc1ccc(S(=O)(=O)N2CCC(C(=O)Nc3nccs3)CC2)cc1	3	-0.1	.	-15	-2	18	-0.2	-7	2	-1	6
Cn1c(=O)c2c(nc(Br)n2CCSc2nc3ccccc3o2)n(C)c1=O	3	1.6	-1	-15	1	15	0.7	-6	19	-2	3
CCCCCCN1CCN(C2CN(Cc3cn(Cc4ccc(F)cc4)nn3)S(=O)(=O)C2)CC1 (configuration not stated)	.	-0.6	.	14	-1	-1	-0.2	-4	.	.	.
CCc1nccn1CCC(=O)N1CCCC(N2CCN(c3ccccc3F)CC2)C1 (configuration not stated)	1	-0.4	0	28	-1	0	0.0	-5	3	-2	5

Entries listed so far containing an NH in an aromatic ring, in the order listed:
Molecule	NR2E3 ag-1	hiPSC survival	Vif imaging	NR2E3 ag-2	Granule exo inh	HIF-2a block	aDG glyco act	CaV13 FRET inh	Peg3 prom inh	PDI inh	MITF TRPM1 inh
CCOc1ccc(OCCC(=O)OCC(=O)N(CC)c2c(N)n(Cc3ccccc3)c(=O)[nH]c2=O)cc1	.	-0.4	-6	1	2	16	-0.2	-5	1	-6	14
CC(Sc1nc(N)c(NC(=O)c2ccc(Br)o2)c(=O)[nH]1)C(=O)O (configuration not stated)	-3	-0.3	-2	-32	8	-3	0.2	-9	16	0	0

(continued)
Molecule	NR2E3 ag-1	hiPSC survival	Vif imaging	NR2E3 ag-2	Granule exo inh	HIF-2a block	aDG glyco act	CaV13 FRET inh	Peg3 prom inh	PDI inh	MITF TRPM1 inh
COc1ccc(-c2csc3[nH]c(=S)n(-c4ccccc4)c(=O)c23)cc1OC	8	-0.1	31	6	-2	17	-0.1	-4	0	-5	-4
CCCCCC(=O)Nc1cc(N(C)C)nc2ccccc12	0	-1.4	-6	9	3	-2	2.4	-4	23	-10	-5
CC1(C)CC(Cc2ccc(C(=O)c3ccccc3)cc2)N(C(=O)OC(C)(C)C)N1 (configuration not stated)	.	0.7	10	-26	-1	-35	0.1	-8	4	-2	.
CC(C)OCCCNC(=O)CN1C(=O)CC(C)(C)S(=O)(=O)c2ccccc21	7	-2.4	4	-23	-3	-3	0.7	-5	4	.	2
N#C/C(=C\c1ccccc1)C(=O)NCCN1CCOCC1	-2	0.3	-4	-10	-1	4	-0.2	10	-1	1	-8
Cn1c2ccccc2c2cc(/C=N/NC(=O)c3cc(O)ccc3O)ccc21	3	0.7	5	-16	5	-22	-0.6	.	-38	-13	7
O=C(Nc1nccs1)C1CC(=O)N(c2ccccc2)C1 (configuration not stated)	3	-0.2	9	13	-2	2	0.0	-5	13	-8	0
Cc1cc(-c2nnnn2-c2ccc(C(F)(F)F)cc2)no1	-3	-0.4	-1	-21	-2	6	-0.2	-6	17	12	22
CCC(C)NC(=O)c1ccc(NC(=O)CC2SC(N3CCCCC3)=NC2=O)cc1 (configuration not stated)	0	1.2	-3	-19	-1	4	0.1	-3	-9	-4	15
CN(C(=O)C1CCCN(S(=O)(=O)c2cccc([N+](=O)[O-])c2)C1)C1CCS(=O)(=O)C1 (configuration not stated)	2	2.9	-5	-15	-2	9	-0.3	-2	22	1	-4
COc1ccc(S(=O)(=O)N2CCN(C(=O)/C=C/c3ccco3)CC2)cc1	.	0.8	6	-13	-14	2	-0.3	-6	14	2	6
COc1cc(NC(=O)Cn2ccsc2=N)c(C)cc1[N+](=O)[O-]	-1	2.2	-6	9	-8	13	0.6	-3	2	-3	8
O=C(COC(=O)C12CC3CC(CC(C3)C1)C2)N1CCN(S(=O)(=O)c2ccccc2)CC1	1	0.7	.	-4	1	16	0.1	.	14	1	-16
CN(C)CCN(C(=O)c1cccc2ccccc12)c1nc2cc3c(cc2s1)OCO3	1	0.7	-7	-26	-3	-27	-0.2	-8	-33	-1	9
COc1ccc(C)c2sc(N(CCCN(C)C)C(=O)c3ccc4c(c3)OCCO4)nc12	1	-0.4	-4	-27	-2	-22	1.8	-6	35	6	-9
CSc1ncc(CO)n1Cc1ccccc1	3	-0.2	1	-4	7	12	-0.3	-7	5	-6	0
CC1CC(c2ccccc2)n2nc(NC(=O)c3ccco3)nc2N1 (configuration not stated)	0	-1.9	39	1	-5	8	-0.1	-5	2	2	11
O=C(O)c1ccccc1C(=O)Nc1ccc(S(=O)(=O)NC2CCCCC2)cc1	2	3.1	2	-17	-4	2	-0.1	-6	-3	4	-21
Cc1cc(C)cc(NC(=O)C2C3C=CC4(O3)C2C(=O)N(CCCN2CCCCC2)C4C(=O)NC2CCCCC2)c1 (configuration not stated)	2	-0.2	31	-26	4	5	-0.1	-3	10	-8	-2

Source: PubChem BioAssay
